IL1B secr inh – inhibitors of inflammasome signaling (IL-1 beta secretion); THP-1 LPS/ATP IL-1B secretion, AlphaLISA, 16 h; hits give low values; activity change, % at 57.5 µM; 360,000 compounds, 4.7% hits; AID 743279; in the data active = activity change below about -50%; inconclusive = mostly about -30% to -49%; note: % is set by controls: 0 for no effect and ±100 for the full control effect
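THP-1 cells pretreated 1 hr with compounds (up to 57.5 uM final), then stimulated with LPS (250 ng/mL final) plus ATP (1.25 mM final); secreted IL-1B measured by AlphaLISA after 16 hr, decreased signal indicating inhibition.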
Nrf2 block – blocks Nrf2 signaling; A549 ARE-Fluc reporter, luciferase luminescence, 18-24 h; Potency, µM (titrated, usually from 46 µM), for inactives: at the highest dose activity change, negative = inhibition, usual class: inhibitors; 360,000 compounds, 2.1% hits; note: potency is the fitted concentration of half-maximal effect; % is set by controls: 0 for no effect and ±100 for the full control effect; nearly all actives have a fitted effect of over 60% in size
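Concentration-response testing used A549 ARE_Fluc cells at 5000 cells/well. Following an 18-24 h compound incubation, viability was read by fluorescence (Ex 405/Em 525) and luciferase output by luminescence.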
S2 tox – cell viability loss in ATXN counter-screen; S2 cells (HEK-293 line with an ATXN2-luciferase reporter) viability, CellTiter-Fluor protease fluorescence, 24 h; Potency, µM (doses to about 56.7 µM), usual class: cytotoxic; 400,000 compounds, 0.49% hits; AID 651635; note: potency is the fitted concentration of half-maximal effect; nearly all actives have a fitted effect of over 40% in size
TGFb SMAD3 inh – TGF-b pathway inhibition; Potency, µM (highest dose often 46.1 µM), without a hit: at the highest dose activity, negative = inhibition, actives largely listed as inhibitors; HepG2 CAGA-GFP TGF-b/SMAD3 reporter, GFP fluorescence, 18 h; TGF-beta stimulated, 500 pg/mL final; AID 588855; 410,000 compounds, 1.2% hits; note: potency is the fitted concentration of half-maximal effect; % is set by controls: 0 for no effect and ±100 for the full control effect; nearly all actives have a fitted effect of over 65% in size
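Inhibition was scored as loss of TGF-beta-induced (500 pg/mL final, 18 hours, 37 degrees C) GFP in HEPG2 cells carrying a CAGA-GFP reporter, in DMEM with 1% FBS. Well GFP was summed per cell; Activity was normalised to unstimulated and stimulated DMSO wells, then concentration-response fitting.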
MCF10A rereplic – induces DNA re-replication in MCF 10a normal breast cells; MCF 10A DNA re-replication, Hoechst nuclear intensity, 48 h; Potency, µM (series often up to 46.1 µM), inactives show top-dose activity, positive = re-replication, hits mostly activators; 350,000 compounds, 2.9% hits; AID 624296; note: potency is the fitted concentration of half-maximal effect; % of control where 0% means no effect; nearly all actives have a fitted effect of over 50% in size
HepG2 tox – counter-screen for TGF-b inhibitors: cytotoxicity in HepG2 cells | Potency, µM (highest dose often 46.1 µM), without a hit: at the highest dose activity change, negative = cytotoxicity, usual class: cytotoxic | HepG2 CAGA-GFP viability, ATP luminescence, 18 h | 410,000 compounds, 0.76% hits; note: potency is the fitted concentration of half-maximal effect; some results filed as inactive show a strong effect at the top dose
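CellTiter-Glo luminescence gave cytotoxicity after 18 hours at 37 degrees C. The cells were HepG2 CAGA-GFP in 1% FBS DMEM, stimulated with 500 pg/mL TGF-beta after compound addition. %Activity was normalised to no-cell wells (complete cell-killing) and DMSO (no toxicity), and curves were fitted and classified.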
ATXN2 expr inh – inhibitors of ATXN2 expression | HEK-293 ATXN2-luciferase reporter, luminescence, 24 h | Potency, µM (doses to about 57 µM), for the others: at the top dose activity change, negative = inhibition, usual class: inhibitors | 360,000 compounds, 0.72% hits | AID 1745845; note: potency is the fitted concentration of half-maximal effect; % is set by controls: 0 for no effect and ±100 for the full control effect; nearly all actives have a fitted effect of over 55% in size
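qHTS (up to 57 uM final) was run with 24 h compound exposure of reporter cells at 37 °C. Each well was multiplexed: SteadyGlo luminescence measured ATXN2-luciferase expression after a fluorogenic Gly-Phe-AFC viability readout (25 uM final).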
Nrf2 ARE act – Nrf2 pathway activation; AREc32 ARE-luciferase reporter (MCF7-derived line), luminescence, 24 h; Potency, µM (titrated, usually from 46.1 µM), for the others: top-dose activation, most hits filed as activators; 410,000 compounds, 0.31% hits; note: potency is the fitted concentration of half-maximal effect; % of control where 0% means no effect; nearly all actives have a fitted effect of over 65% in size
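ARE activation measured as luciferase luminescence (Steady-Glo, 30 min RT) in AREc32_Fluc cells after 24 hr compound exposure at 37 deg C, 5% CO2; cells seeded overnight at 1000/well in OPTI-MEM, 5% FBS.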
A549 viability – counter-screen for Nrf2 inhibitors: cytotoxicity in A549 cells. A549 ARE-Fluc cells, CellTiter-Fluor viability, 18-24 h. Potency, µM (highest dose often 46 µM), without a hit: at the top dose activity change, negative = cytotoxicity, hits mostly inhibitors. 390,000 compounds, 0.16% hits; note: potency is the fitted concentration of half-maximal effect; % is set by controls: 0 for no effect and ±100 for the full control effect
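A549 ARE-Fluc cells in 5% FBS OPTI-MEM, 5000 cells/well, rested 2 h then exposed to compounds in concentration-response for 18-24 h at 37 °C. Viability by CellTiter-Fluor fluorescence (Ex 405/Em 525) after 30 min; luciferase luminescence (BugLite, 15 min, RT) read afterwards.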
Starred values were filed as active, the others as inactive; i = inactive; ? = inconclusive; . = no result given; & = joins results of further samples; [ ] = dose if it differs, or a comment. Unless noted, calls come from the whole dose curve; as a rule, active = well fitted curve in the direction sought with a large enough effect; inconclusive = small, poorly fitted or top-dose-only effect, or another doubt; inactive = no such curve, though single readings can be large; an effect the other way counts as inactive or inconclusive.

1. CCc1c(C)[nH]c2c1C(=O)C(CN1CCOCC1)CC2 (stereo not given)
2. O=C(COc1ncnc2ccccc12)N1CCOCC1
3. Cc1cc(NC(=O)CCS(=O)(=O)c2ccc3c(c2)NC(=O)C(C)S3)ccc1Br (stereo not given)
4. COc1cc2c(cc1OC)CN(Cc1cc(=O)oc3cc(C)c(C)cc13)CC2
5. CC1CCN(C(=O)CSc2nc(-c3ccc(C(C)C)cc3)no2)CC1
6. COc1ccc([N+](=O)[O-])cc1NS(=O)(=O)c1ccccc1
7. O=C(CSc1nnc2ccc(-c3ccco3)nn12)Nc1ccccc1F
8. CCN1C(=O)[C@H]2[C@@H](c3ccc(-c4ccc(F)cc4)cc3)N3CCCC[C@@]3(C(=O)OC)[C@H]2C1=O
compound no.	1	2	3	4	5	6	7	8
IL1B secr inh	3	9	65	-10	.	0	2	-18
Nrf2 block	2%	22%	12%	-23%	?	6%	-32%	?
S2 tox	i	i	i	i	?	i	i	i
TGFb SMAD3 inh	-6%	8%	11µM*	8%	75%[activator]	?	-18%	?
MCF10A rereplic	-14%	-6%	23%	?	.	-57%[inhibitor]	17%	?
HepG2 tox	-20%	-4%	-66%	-14%	53%	-2%	-18%	-4%
ATXN2 expr inh	3%&-1%	-2%	.	-7%	-24%	3%	17%	-39%
Nrf2 ARE act	0.0%	-1.2%	-0.5%	2.6%	6.6%	2.0%	17%	-0.9%
A549 viability	-9%	1%	10%	-2%	-17%	1%	1%	-9%

9. Cc1ccc(C)c(S(=O)(=O)N2CCN(C(=O)Cn3c(=O)cnc4ccccc43)CC2)c1
10. CCC(Oc1ccccc1)C(=O)NCc1ccc(S(N)(=O)=O)cc1 (stereo not given)
11. COc1ccc(-c2coc3c(C(=O)NCCN4CCOCC4)cccc23)c(C)c1
12. O=c1[nH]c(Cc2ccc(Cl)cc2)nc2ccccc12
13. O=C(COC(=O)c1c2c(nc3ccccc13)CCN(Cc1ccccc1)C2)Nc1c(F)cccc1F
14. CC(Sc1ccccn1)C(=O)Nc1ccc2c(c1)OCCO2 (stereo not given)
15. C[n+]1ccc(/C=C/c2c[nH]c3ccccc23)cc1
16. COc1ccc(CNC(=O)C(=O)NCC2OCCN2C(=O)c2ccc(OC)cc2)cc1 (stereo not given)
compound no.	9	10	11	12	13	14	15	16
IL1B secr inh	11	59	-20	0	-29	-8	40	6
Nrf2 block	-4%	13%	.	-2%	?	13%	0.82µM*	-9%
S2 tox	i	i	?	i	?	i	i	i
TGFb SMAD3 inh	?	-16%	-10%	8%	16%	-9%	76%[activator]	1%
MCF10A rereplic	5%	?	.	2%	?	-4%	8%	-1%
HepG2 tox	-4%	4%	-10%	-10%	4%	-2%	-18%	-2%
ATXN2 expr inh	6%	9%	-31%	-7%	-5%	8%	-19%	-2%
Nrf2 ARE act	0.2%	-0.5%[9.22 µM]	3.3%	0.0%	0.8%	0.7%	2.5%	-0.2%
A549 viability	-1%	2%	.	6%	?	0%	?	-6%

17. CSc1ccccc1C(=O)NCc1ccccc1C
18. CC(CN1CCOCC1)OC(=O)c1ccccc1Cl (stereo not given)
19. CC(=O)Nc1ccc(C2NC(=O)CCC2[N+](=O)[O-])cc1 (stereo not given)
20. O=C(Nc1cccnc1Cl)c1cccs1
21. O=c1[nH]c(C2CCN(S(=O)(=O)c3ccc4c(c3)OCCO4)CC2)nc2c1nnn2Cc1ccccc1
22. Cc1ccccc1NC(=O)CSc1nc(-c2ccccc2C)nc2cc(=O)[nH]n12
23. Cc1nn(-c2ccccc2)c2sc(C(=O)N(Cc3ccco3)C(C)C(=O)NC(C)(C)C)cc12 (stereo not given)
24. Cc1ccc(-c2nn(-c3ccccc3)cc2/C=C(\C#N)C(=O)NCc2ccccc2)cc1
compound no.	17	18	19	20	21	22	23	24
IL1B secr inh	-12	-18	13	-14	-20	.	-20	3
Nrf2 block	-6%	2%	12%	25%	-18%	9%	.	-5%
S2 tox	i	i	i	?	i	?	i	?
TGFb SMAD3 inh	-2%	-2%	0%	1%	?	3.5µM*	-34%	1%
MCF10A rereplic	4%	1%	4%	-3%	12%	.	?	4%
HepG2 tox	-12%	-1%	7%	-1%	-13%	-38%	-20%	0%
ATXN2 expr inh	2%	-18%	17%	9%	-4%	?	-16%	0%
Nrf2 ARE act	0.0%	0.3%	0.5%	23%	5.5%	16%	-0.8%	-0.7%
A549 viability	2%	4%	-9%	-18%	3%	1%	?	0%

25. Cc1ccc(NS(=O)(=O)c2ccc(C(=O)N3CC(C)CC(C)C3)cc2)cc1 (stereo not given)
26. Cc1noc(C)c1COc1ccc(C(=O)NNC(=O)c2ccccc2)cc1
27. O=C(NCCC1=CCCCC1)C1CCCN(c2nc3ccccc3o2)C1 (stereo not given)
28. O=S(=O)(Cc1ccccc1Cl)N1CCCCC1
29. CC(C)NC(=O)c1ccc(COc2cccc3ccccc23)o1
30. Cc1ccc(-c2csc(NC(=O)Cn3cnc4c3c(=O)n(C)c(=O)n4C)n2)cc1C
31. Cc1nnsc1C(=O)N/N=C/c1ccc(OC(F)(F)F)cc1
32. CCCP(=O)(CC(=O)N(CC)CC)c1ccccc1 (stereo not given)
compound no.	25	26	27	28	29	30	31	32
IL1B secr inh	21	20	-11	-8	-14	27	18	17
Nrf2 block	?	13%	.	30%	.	-26%	6%	-6%
S2 tox	?	i	i	i	i	i	i	i
TGFb SMAD3 inh	0%	-8%	20%	12%	0%	1%	-13%	8%
MCF10A rereplic	18%	21µM*	21%	-11%	.	21µM*	-3%	1%
HepG2 tox	0%	-5%	4%	3%	-34%	-5%	-7%	0%
ATXN2 expr inh	3%	-3%	-9%	12%	.	4%	-28%	-11%
Nrf2 ARE act	6.2%	-0.2%	-0.3%	0.1%	4.5%	3.1%	0.5%	0.0%
A549 viability	-5%	-11%	-7%	14%	.	-17%	1%	-3%

33. COc1cccc(NC(=O)c2cc(C(=O)Nc3cccc(OC)c3)n(C)n2)c1
34. CC1CCCN(S(=O)(=O)c2ccc(NC(=O)CNC3CCCC3)cc2)C1 (stereo not given)
35. COCCn1c(SCc2nc3ccccc3c(=O)[nH]2)nc2ccccc2c1=O
36. Cc1ccc(S(=O)(=O)Nc2ccc(-c3cn4ccc(C)cc4n3)cc2)cc1
37. Cc1ccc(-c2c(C)sc3nc[nH]c(=O)c23)cc1C
38. COc1ccc(-c2csc(-c3ccccc3)n2)c(OC)c1
39. O=C(CSc1nc(-c2ccccc2)c(-c2ccccc2)o1)NC1CCS(=O)(=O)C1 (stereo not given)
40. C=CCOc1ccc(/C(O)=C2/C(=O)C(=O)N(CCCN3CCOCC3)C2c2ccccc2)cc1 (stereo not given)
compound no.	33	34	35	36	37	38	39	40
IL1B secr inh	-16	?	15	-12	14	-4	?	22
Nrf2 block	?	-11%	?	?	-13%	140%	?	7%
S2 tox	i	i	i	i	i	i	i	i
TGFb SMAD3 inh	1%	-11%	-3%	-15%	?	3%	-7%	1%
MCF10A rereplic	15%	3%	0%	21µM*	-1%	?	9%	12%
HepG2 tox	-1%	-26%	-11%	-38%	2%	-44%	5%	-43%
ATXN2 expr inh	-18%	?	10%	.	-1%	.	-23%	12%
Nrf2 ARE act	-0.3%	-0.3%	0.6%	6.6%	1.6%	11%	-0.7%	5.5%
A549 viability	-18%	4%	-1%	3%	-7%	19%	-11%	7%

Part of the list above, with bars between the fields.
no. | canonical_smiles | IL1B secr inh | Nrf2 block | S2 tox | TGFb SMAD3 inh | MCF10A rereplic | HepG2 tox | ATXN2 expr inh | Nrf2 ARE act | A549 viability
37 | Cc1ccc(-c2c(C)sc3nc[nH]c(=O)c23)cc1C | 14 | -13% | i | ? | -1% | 2% | -1% | 1.6% | -7%
38 | COc1ccc(-c2csc(-c3ccccc3)n2)c(OC)c1 | -4 | 140% | i | 3% | ? | -44% | . | 11% | 19%
39 | O=C(CSc1nc(-c2ccccc2)c(-c2ccccc2)o1)NC1CCS(=O)(=O)C1 (stereo not given) | ? | ? | i | -7% | 9% | 5% | -23% | -0.7% | -11%
35 | COCCn1c(SCc2nc3ccccc3c(=O)[nH]2)nc2ccccc2c1=O | 15 | ? | i | -3% | 0% | -11% | 10% | 0.6% | -1%
36 | Cc1ccc(S(=O)(=O)Nc2ccc(-c3cn4ccc(C)cc4n3)cc2)cc1 | -12 | ? | i | -15% | 21µM* | -38% | . | 6.6% | 3%
34 | CC1CCCN(S(=O)(=O)c2ccc(NC(=O)CNC3CCCC3)cc2)C1 (stereo not given) | ? | -11% | i | -11% | 3% | -26% | ? | -0.3% | 4%

Other records follow.
41. OCCN(Cc1ccccc1)C(=S)Nc1ccc(Cl)cc1Cl
42. COc1cccc(CNC(=O)c2ccc(C(=O)NCc3cccc(OC)c3)cc2)c1
43. CCCCC(=O)Nc1sc(C(=O)N(CC)CC)c(C)c1C(=O)OC
44. CC(C)c1nc(CNC(=O)C2CCC(=O)N(CCc3cccc(F)c3)C2)cs1 (stereo not given)
compound no.	41	42	43	44
IL1B secr inh	-56*	10	0	i
Nrf2 block	17%	-13%	0%	16%
S2 tox	i	i	i	i
TGFb SMAD3 inh	-4%	0%	?	9%
MCF10A rereplic	4%	5%	0%	4%
HepG2 tox	5%	6%	-12%	-1%
ATXN2 expr inh	11%	-12%	-9%	4%
Nrf2 ARE act	4.1%	0.1%	0.0%	23%
A549 viability	0%	0%	-7%	0%
